Screening results from PubChem BioAssay.
HKDC1 inhibitor: HKDC1 hexokinase inhibitors, primary screen, biochemical, fluorescence, uHTS; Q2TB90; recombinant HKDC1, G6PDH/diaphorase resazurin coupled fluorescence; inhibition, % at 20 µM; hit rate 0.16% among 340,000; AID 493160, 2011;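 active = inhibition above about 35% when tested at 20 µM, limit read from the data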;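 also: plate controls were DMSO wells with enzyme for no effect and DMSO wells lacking enzyme for full effect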
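Incubation: 90 min at room temperature in dark / Material: recombinant HKDC1 (HK5) hexokinase enzyme, produced in-house / Quantity: enzyme 5 µg/mL final / Compound: one dose of 20 µM, 1% DMSO / Reagent: glucose and ATP substrates / Buffer or medium: Tris pH 8.0 buffer with MgCl2, Tween-20, BSA, BME / Technique: resorufin fluorescence at 613 nm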
SENP6 inh: SENP6 protease inhibitors, primary screen, biochemical, luminescence, uHTS; Sentrin-specific protease 6 (Homo sapiens), Q9GZR1; hit rate 1.8% among 330,000; Recombinant SENP6 catalytic domain, aminoluciferin luminescence; inhibition, % at 10 µM;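 active = inhibition above about 50% at the single tested dose, limit read from the data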;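 also: plate controls were DMSO wells with enzyme for no effect and DMSO wells lacking enzyme for full effect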
PfG6PD inh: PfG6PD enzyme inhibitors, primary screen, biochemical, fluorescence intensity, uHTS; glucose-6-phosphate dehydrogenase-6-phosphogluconolactonase (Plasmodium falciparum 3D7); PfGluPho enzyme, NADPH resazurin-diaphorase fluorescence; inhibition, % at 20 µM; hit rate 0.78% among 350,000; AID 504690, 2011;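 active = inhibition reaching at least a set limit at 20 µM in the primary screen, cut at about 59% in these data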;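 also: 0% = DMSO wells with substrate and 100% = DMSO wells lacking glucose-6-phosphate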
SENP7 block: SENP7 protease inhibitors, primary screen, biochemical, luminescence, uHTS; hit rate 1.5% among 330,000; AID 434973, 2010; recombinant SENP7, Z-RLRGG-aminoluciferin luminescence, 40 min; Sentrin-specific protease 7 (Homo sapiens), Q9BQF6; inhibition, % at 5 µM;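 active = inhibition above about 50% at the single test dose, limit read from the data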;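 also: plate controls were DMSO with enzyme for no effect and no enzyme buffer wells for full effect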
Target sequence (Q9BQF6 706-1050 limits assumed): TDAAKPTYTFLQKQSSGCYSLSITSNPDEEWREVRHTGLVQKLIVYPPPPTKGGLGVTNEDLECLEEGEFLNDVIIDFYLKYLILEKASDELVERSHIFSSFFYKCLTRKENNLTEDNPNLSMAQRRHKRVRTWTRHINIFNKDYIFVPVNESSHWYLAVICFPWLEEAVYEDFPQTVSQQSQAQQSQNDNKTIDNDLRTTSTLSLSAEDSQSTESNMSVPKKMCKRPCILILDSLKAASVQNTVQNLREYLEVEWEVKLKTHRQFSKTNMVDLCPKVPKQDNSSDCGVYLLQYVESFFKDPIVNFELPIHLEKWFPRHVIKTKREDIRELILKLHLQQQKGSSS
SENP8 block-1: human SENP8 protease inhibitors, primary screen, biochemical, fluorescence, Nedd8 protein substrate, uHTS. recombinant SENP8. inhibition, % at 20 µM. hit rate 0.64% among 360,000. AID 602440, 2012; in the data active = inhibition mostly above about 40%, no sharp cut-off; inactive = mostly below about 27%
Target sequence (Q96LD8 whole entry, looked up): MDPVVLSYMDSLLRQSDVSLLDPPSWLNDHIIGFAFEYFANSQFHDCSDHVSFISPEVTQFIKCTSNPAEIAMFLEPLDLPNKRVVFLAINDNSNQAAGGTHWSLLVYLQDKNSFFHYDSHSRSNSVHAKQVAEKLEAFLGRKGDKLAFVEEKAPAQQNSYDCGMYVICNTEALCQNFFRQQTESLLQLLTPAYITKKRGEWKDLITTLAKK
SENP1 inh: human SENP1 catalytic domain inhibitors, primary screen, biochemical, FRET, uHTS | Sentrin-specific protease 1 (Homo sapiens), Q9P0U3 | recombinant SENP1 catalytic domain, CyPet-SUMO1-YPet FRET cleavage | inhibition, % at 10 µM | hit rate 0.21% among 360,000 | AID 624204, 2012;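 active = inhibition at least 30% at 10 µM, raw YFP signal under a set limit, fluorescence ratio 0.5 to 1.5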;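 also: 0% = enzyme with DMSO and 100% = no enzyme wells; some results filed as inactive read as strong as hits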
Target sequence (Q9P0U3 419-644 limits assumed): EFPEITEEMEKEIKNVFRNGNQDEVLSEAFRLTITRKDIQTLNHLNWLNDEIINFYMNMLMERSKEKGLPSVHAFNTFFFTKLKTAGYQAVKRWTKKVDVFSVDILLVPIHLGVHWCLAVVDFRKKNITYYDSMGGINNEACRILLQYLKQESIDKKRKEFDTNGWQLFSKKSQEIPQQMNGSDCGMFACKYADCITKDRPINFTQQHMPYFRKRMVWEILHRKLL
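system = hSENP1 catalytic domain, recombinant | reagent = SFCypet-SUMO1-SFYpet substrate at 25 nM | doses = one dose per compound, 10 µM, 0.5% DMSO | incubation = enzyme reaction for 50 min at room temperature, dark | measured by = FRET, CFP and YFP emission | controls = no-enzyme low, enzyme-DMSO high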
MIN6 prolif: inducers of MIN6 beta-cell proliferation, primary screen, ATP luminescence, uHTS; hit rate 0.29% among 330,000; proliferation, % at 10 µM; MIN6 cells proliferation, ATPlite luminescence, 48 h; cells starved in 0.2% serum; 100% = growth in 10% serum; AID 2380, 2010;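 active = compounds whose signal lies at least 3.5 SD above the mean of all wells on their plate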;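 also: 0% = DMSO-treated cells in low-serum medium and 100% = 10% serum control; some compounds called inactive have numbers as strong as hits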
UBC13 inh: UBC13 polyubiquitin chain formation inhibitors, primary screen, biochemical, TR-FRET, uHTS. Ubiquitin-conjugating enzyme E2 N (Homo sapiens), P61088. inhibition, % at 20 µM. hit rate 0.47% among 330,000; in the data active = inhibition above about 45%, passing the limit was not always enough
Target sequence (P61088 whole entry, looked up): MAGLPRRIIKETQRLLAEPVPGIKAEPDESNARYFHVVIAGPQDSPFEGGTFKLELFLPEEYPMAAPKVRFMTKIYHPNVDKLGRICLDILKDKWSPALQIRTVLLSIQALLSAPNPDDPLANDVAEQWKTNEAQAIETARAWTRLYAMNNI
SENP8 block-2: SENP8 protease inhibitors, primary screen, biochemical, luminescence. purified SENP8, Z-RLRGG-aminoluciferin cleavage. inhibition, % at 10 µM. hit rate 1.2% among 330,000. Sentrin-specific protease 8 (Homo sapiens), Q96LD8. AID 2540, 2010; in the data active = inhibition above about 50%
* marks the source's active call; other numbers are inactive results; . = no result given. Rows are unselected (roughly 4% active in at least one column).

SMILES | HKDC1 inhibitor | SENP6 inh | PfG6PD inh | SENP7 block | SENP8 block-1 | SENP1 inh | MIN6 prolif | UBC13 inh | SENP8 block-2
COc1cccc(CNC(=O)Cc2ccc(-n3c(=O)[nH]c4ccccc4c3=O)cc2)c1 | -5 | -11 | -9 | -2 | 1 | -2 | -1 | 4 | 2
CCOc1ccc(CNC(=O)C(CC)n2nc(C)n3c(cc4occc43)c2=O)cc1OC (stereo not drawn) | -1 | -3 | -11 | 0 | 20 | 0 | -1 | -16 | -6
Cc1cc(C)c2c(n1)nn1c(NCCCN3CCOCC3)cc(C)nc21 | -3 | . | -12 | . | -235 | -2 | . | . | .
C[C@H]1COC(=O)[C@@H](Cc2ccc(F)cc2)CC/C=C/C[C@H](CC(=O)N(CCO)Cc2ccccc2)C(=O)N1 | -6 | 0 | 5 | 0 | 10 | 3 | -1 | -18 | -13
O=C(Nc1cccc(NC(=O)c2ccccc2)n1)c1ccccc1 | 0 | -16 | 6 | -7 | 7 | 1 | -1 | 2 | -5
O=C(COC(=O)CNC(=O)c1ccc(Br)o1)Nc1ccc2c(c1)OCCO2 | -7 | -7 | 6 | -2 | 13 | 1 | 1 | 11 | -3
CC1(C)CC(=O)C2=C(C1)Nc1ccccc1NC2c1nc2ccccc2[nH]1 (stereo not drawn) | -7 | 19 | 0 | 4 | -16 | -4 | -1 | 1 | -1
O=C1N/C(=C\c2ccsc2)C(=O)N1Cc1ccc(F)cc1 | -9 | -2 | 1 | -3 | 10 | 2 | -4 | 14 | -5
CCc1cc2c(SCC(=O)NC(=O)c3cccn3C)ncnc2s1 | 18 | 11 | -12 | 3 | -11 | -13 | 1 | 0 | 1
Cc1nc([N+](=O)[O-])c(Br)n1CC(=O)c1ccccc1 | 8 | 8 | 5 | 5 | 8 | 1 | -2 | 0 | -3
Cc1ccc(-n2nc(C)cc2N)c(C)c1 | -8 | -10 | 20 | 2 | 14 | 1 | -2 | 6 | -1
COc1ccc(NC(=O)CN(C)C(=O)c2c(C)nn(Cc3ccccc3)c2C)cc1 | -1 | 6 | -7 | 3 | 7 | 0 | -2 | -3 | 6
COc1ccccc1OCCn1c(=S)[nH]c2ccccc21 | 1 | -18 | 26 | 10 | 19 | 2 | -1 | 1 | 4
COC(=O)c1cccc(NC(=S)NCc2ccc(F)cc2)c1 | -5 | -12 | -5 | 16 | -21 | 1 | 3 | 6 | -1
CCN1C(=O)[C@H]2[C@@H](c3ccc(C)cc3)N3C(=O)N(c4ccccc4)C(=O)[C@@]3(C)[C@H]2C1=O | -7 | 2 | 11 | 3 | 17 | 0 | 3 | -5 | 2
O=C(c1ccc(CS(=O)(=O)c2ccc(Br)cc2)o1)N1CCN(c2ccc(F)cc2)CC1 | -2 | -3 | 8 | -1 | 8 | 3 | -3 | -8 | -1
N#C/C(=C\c1ccccc1)C(=O)Nc1nncs1 | 10 | -6 | -13 | 4 | 30 | 1 | -1 | -6 | -1
Cc1ccc(S(=O)(=O)N2CN(Cc3ccco3)c3nc4ccccc4nc32)cc1C | -8 | -8 | 3 | -3 | -154 | -19 | -5 | 0 | 5
Cc1ccc(C2=NN(C(=O)c3ccccc3F)C(c3ccccc3F)C2)cc1 (stereo not drawn) | -2 | -6 | 31 | -3 | 21 | 0 | -6 | -1 | 7
COc1ccccc1CNC(=O)CC(C)c1ccccc1 (stereo not drawn) | -3 | -6 | 15 | 5 | 0 | -2 | -3 | -2 | -2
Nc1nc(SCC(=O)Nc2cccc(F)c2)n[nH]1 | -1 | -4 | 1 | 5 | 6 | 2 | -1 | 10 | 5
Cc1ccc(CNC(=O)CCSCCC(=O)NCc2ccc(C)cc2)cc1 | 1 | -15 | 6 | 3 | 4 | 2 | -3 | -4 | 1
Cc1ccc(-c2nn3c(C)nnc3c3ccccc23)cc1S(=O)(=O)NC(C)c1ccccc1 (stereo not drawn) | 14 | -10 | 1 | -10 | -50 | 2 | -1 | 9 | -12
C=CCn1c(SCC(=O)N2CCOCC2)nc2scc(-c3ccco3)c2c1=O | 7 | 3 | 23 | -10 | -29 | -16 | 1 | -25 | -5
CCC(C)NC(=O)CN(C1CCCCC1)S(=O)(=O)c1ccc(F)cc1 (stereo not drawn) | -8 | -7 | -3 | 7 | 7 | 1 | -2 | -8 | -5
COCCn1c(=O)[nH]c2cc(C(=O)N3CCN(c4ccccc4OC)CC3)ccc2c1=O | -2 | 11 | -12 | 3 | 16 | 1 | 0 | 3 | 4
CCOC(=O)CC(NC(=O)c1cc2cccc(OC)c2oc1=O)c1ccc(OC)cc1 (stereo not drawn) | -1 | -14 | 11 | -1 | -60 | 0 | 3 | -1 | -8
Cc1ccc(CNC(=O)Nc2ccc(C)cc2)cc1 | -6 | -21 | -1 | 1 | 16 | 1 | -2 | 1 | -4
Cc1nc2c(n1O)CCC/C2=N\O | -7 | 9 | -3 | 5 | 16 | -2 | 1 | -2 | 2
CCOC(=O)CCCNC(=O)COC(=O)c1cccc(C)c1O | -2 | -15 | 11 | 0 | 5 | 3 | 0 | -8 | 0
CC(=O)Nc1cccc(C(=O)OCc2ccccc2)c1 | -2 | -16 | 0 | 5 | 14 | 1 | -1 | 10 | -10
O=C1C2C3c4ccccc4C(c4ccccc43)C2C(=O)N1Cc1ccccn1 (stereo not drawn) | -3 | -1 | -5 | 3 | 7 | 3 | 7 | 14 | 1
CC(C)(C)NC(=S)NCc1ccncc1 | -2 | -3 | -9 | -1 | 3 | 2 | -1 | 3 | 6
COc1cccc(C(=O)NCCS(=O)(=O)N(C)Cc2ccccc2)c1 | -1 | 5 | 1 | -3 | 1 | 1 | 0 | 7 | 5
COc1ccc(Oc2c(Cl)cnn(-c3ccc(C)cc3)c2=O)cc1 | -3 | -20 | -3 | -13 | 12 | 1 | -4 | 3 | -3
COc1ccccc1NC(=S)NC(NC(=O)C(C)C)C(Cl)(Cl)Cl (stereo not drawn) | -3 | -16 | 0 | -1 | -3 | 0 | -2 | -5 | -6

Copied from the list.
For UBC13 inh, `CCC(C)NC(=O)CN(C1CCCCC1)S(=O)(=O)c1ccc(F)cc1` (stereo not drawn) has -8
For SENP8 block-2, `O=C1N/C(=C\c2ccsc2)C(=O)N1Cc1ccc(F)cc1` has -5
For SENP1 inh, `COc1ccccc1OCCn1c(=S)[nH]c2ccccc21` has 2

Additional results follow:
SMILES | HKDC1 inhibitor | SENP6 inh | PfG6PD inh | SENP7 block | SENP8 block-1 | SENP1 inh | MIN6 prolif | UBC13 inh | SENP8 block-2
O=c1c(Cl)c(Cl)cnn1-c1ccccc1 | -5 | . | 3 | . | 11 | 2 | . | . | .
Cc1cnc(C)c(N2CCC(C(=O)NCc3ccco3)CC2)n1 | 3 | -5 | -14 | 9 | -12 | -1 | 1 | -9 | -2
O=C(Cn1cc(C(F)(F)F)cc(Cl)c1=O)Nc1cc(Cl)cc(Cl)c1 | -8 | 6 | -11 | 1 | -1 | -2 | 1 | 4 | 3
Cc1cc(N/N=C/c2ccc(O)c(C)c2O)nc(-c2ccccc2O)n1 | -11 | . | 17 | . | -160 | -1 | . | . | .
O=[N+]([O-])c1ccc(-c2ccc(/C=N/Nc3nc(N4CCCC4)nc(N4CCCC4)n3)o2)cc1 | -8 | -5 | 7 | -1 | 3 | -26 | -6 | -22 | -7
Cc1ccc(C(c2nnnn2C2CCCC2)N2CCN3CCCC3C2)cc1 (stereo not drawn) | -2 | 5 | 4 | 6 | 19 | -5 | 1 | 4 | -3
COc1ccc(Cl)cc1Nc1nc(-c2sc(NC(=O)C(C)(C)C)nc2C)cs1 | -1 | -13 | 31 | -4 | -127 | -12 | -7 | -28 | 2
CCCc1cc(C(=O)OCC(=O)N2CCN(c3ccc(OC)cc3)CC2)sc1C | 5 | -6 | 14 | 9 | 16 | 2 | -5 | 11 | -3
Cc1nnc(SCc2cc(=O)[nH]c(N3CCN(Cc4ccccc4)CC3)n2)s1 | -6 | -8 | 2 | -2 | 24 | 0 | 0 | -10 | 0
Cc1ccc(N2C(=O)CC(Sc3nc(C)cc(C)n3)C2=O)cc1 (stereo not drawn) | -9 | 3 | -7 | -6 | 5 | 1 | 0 | 5 | -4
CCC(c1nnnn1Cc1ccc(F)cc1)N(CCCO)Cc1cc2cc3c(cc2[nH]c1=O)OCO3 (stereo not drawn) | -6 | 1 | -5 | 0 | -461 | -16 | -3 | 3 | 0
COc1ccc(-c2csc(NNC3=NCCCCC3)n2)cc1 | -33 | 6 | 47 | 7 | . | . | -5 | -2 | -2

4 compounds drawn at random from those above:
SMILES | HKDC1 inhibitor | SENP6 inh | PfG6PD inh | SENP7 block | SENP8 block-1 | SENP1 inh | MIN6 prolif | UBC13 inh | SENP8 block-2
Cc1ccc(C2=NN(C(=O)c3ccccc3F)C(c3ccccc3F)C2)cc1 (stereo not drawn) | -2 | -6 | 31 | -3 | 21 | 0 | -6 | -1 | 7
Cc1cnc(C)c(N2CCC(C(=O)NCc3ccco3)CC2)n1 | 3 | -5 | -14 | 9 | -12 | -1 | 1 | -9 | -2
COCCn1c(=O)[nH]c2cc(C(=O)N3CCN(c4ccccc4OC)CC3)ccc2c1=O | -2 | 11 | -12 | 3 | 16 | 1 | 0 | 3 | 4
Cc1ccc(-n2nc(C)cc2N)c(C)c1 | -8 | -10 | 20 | 2 | 14 | 1 | -2 | 6 | -1

Going on with the list.
SMILES | HKDC1 inhibitor | SENP6 inh | PfG6PD inh | SENP7 block | SENP8 block-1 | SENP1 inh | MIN6 prolif | UBC13 inh | SENP8 block-2
CC(C)Oc1ccc(C2CC(=O)N(c3cccc(C(=O)O)c3)C2=O)cc1 (stereo not drawn) | -1 | -14 | -9 | -10 | 6 | -2 | 0 | 0 | -3
c1ccc2c(c1)CCCN2Cc1nnnn1CC1CCCO1 (stereo not drawn) | -3 | -4 | -12 | -9 | -21 | -25 | 4 | -5 | -15
CCc1nnc(NC(=O)CSc2nnc(COc3ccc(C#N)cc3)n2-c2ccccc2)s1 | -2 | 8 | -20 | 2 | 11 | -1 | -3 | 6 | -8
Cc1ccc(C)c(S(=O)(=O)N2CCN(C(=O)c3ccnn3C)CC2)c1 | -3 | -8 | 10 | 1 | 12 | -1 | -3 | -5 | 3
COc1ccc(S(=O)(=O)Nc2ccc(N3CCOCC3)nc2)cc1 | -10 | -10 | -11 | 5 | -1 | 1 | 2 | -3 | 3
Cc1ccc(-c2csc(NC(=O)CCNC(=O)c3ccco3)n2)cc1 | 5 | 17 | 10 | 3 | 3 | 1 | -3 | 14 | 1
Cc1cc(NC(=O)C(C)SCC(=O)Nc2ccc(SC(F)F)cc2)no1 (stereo not drawn) | -1 | 1 | 14 | 0 | 2 | 1 | -3 | -2 | 4
Cc1n[nH]c(=O)n1-c1ccc(OC(F)(F)F)cc1 | 6 | 3 | 4 | 5 | 1 | 2 | 2 | 8 | 4
